Screening results deposited in PubChem BioAssay by Broad Institute.
S100A4 MyoIIA: S100A4-myosin IIA interaction inhibition | P26447 | S100A4/TAMRA-MyoIIA peptide fluorescence polarization | inhibition, % at 10.7 µM | actives 0.14% (n = 360,000) | AID 652163;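 active = mean inhibition of at least 70% across replicates, with every replicate also reaching that level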
Target sequence (P26447 whole entry, looked up): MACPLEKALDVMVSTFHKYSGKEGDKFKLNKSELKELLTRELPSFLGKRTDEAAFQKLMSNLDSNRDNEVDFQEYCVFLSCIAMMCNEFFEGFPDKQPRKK
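System – human S100A4 monomer protein, biochemical binding assay · Buffer or medium – Calcium-containing HEPES buffer, pH 7.2 · Timing – 5 min between mix addition and reading · Also added – TAMRA-labelled myosin IIA heavy-chain peptide probe, 5 nM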
SIRT5 block: inhibitors of human sirtuin-5 desuccinylase | AID 652115 | Purified SirT5, succinyl-peptide AMC, trypsin-coupled fluorescence | inhibition, % at 15 µM | actives 1.1% (n = 330,000); in the data active = inhibition above about 15%
Target sequence (Q9NXA8 whole entry, looked up): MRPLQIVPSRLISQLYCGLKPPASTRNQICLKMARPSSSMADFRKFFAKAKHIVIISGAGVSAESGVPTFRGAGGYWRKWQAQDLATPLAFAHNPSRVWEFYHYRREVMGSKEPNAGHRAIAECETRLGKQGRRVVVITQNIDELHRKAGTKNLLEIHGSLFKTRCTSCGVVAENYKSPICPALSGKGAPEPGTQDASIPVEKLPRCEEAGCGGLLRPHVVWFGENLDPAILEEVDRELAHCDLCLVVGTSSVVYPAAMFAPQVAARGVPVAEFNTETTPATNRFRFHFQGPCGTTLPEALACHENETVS
Casp6 inh: caspase-6 (human) enzyme inhibition. P55212. purified caspase-6, Z-VEID-R110 cleavage fluorescence. actives 0.53% (n = 350,000). inhibition, % at 12.5 µM;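 active = mean inhibition across replicates at least about 35%, with every replicate also reaching that limit, limit read from the data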;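 also: 0% = median of neutral control wells and 100% = no fluorescence left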
Target sequence (P55212 24-179 limits assumed): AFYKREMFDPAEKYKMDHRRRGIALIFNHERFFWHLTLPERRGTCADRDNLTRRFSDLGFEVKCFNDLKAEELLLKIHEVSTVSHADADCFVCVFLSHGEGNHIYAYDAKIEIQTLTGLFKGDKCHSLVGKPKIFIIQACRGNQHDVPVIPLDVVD
Target sequence (P55212 194-293 limits assumed): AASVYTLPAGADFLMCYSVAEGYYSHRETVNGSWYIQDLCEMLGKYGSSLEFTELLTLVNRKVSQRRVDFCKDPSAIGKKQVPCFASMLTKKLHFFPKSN
C2C12 statin: suppressors of simvastatin-induced myotoxicity in C2C12 myotubes. ATP luminescence, 48 h; scaled: DMSO 0, geranylgeraniol control 100. rescue of ATP level, % at 7.49 µM. actives 0.78% (n = 330,000). AID 602340;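 active = mean ATP rescue above about 67%, or every replicate alone reaching that limit, limit read from the data, passing the limit was not always enough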;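 also: myotubes were challenged with 10 µM simvastatin during compound exposure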
LGR2 antag: blocks bursicon-induced cAMP signaling via Drosophila LGR2 | HEK293 LGR2, CRE-luciferase, bursicon-stimulated, 4 h | inhibition, % at 9.99 µM | actives 0.35% (n = 380,000);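 active = drop in luminescence signal, shown as inhibition above about 50% in the replicate tests, limit read from the data, passing the limit was not always enough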;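 also: agonist challenge used bursicon conditioned medium at about half maximal strength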
esBAF inh: SWI/SNF esBAF complex inhibition. mouse ES cells, Bmi1-luciferase knock-in reporter, 24 h; 100% = twice the neutral-well signal. actives 2% (n = 350,000). reporter increase, % at 12.5 µM; in the data active = activation above about 40%;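 also: 0% = median of the plate's neutral control wells and 100% = double that signal; a rise in the Bmi1 reporter signal indicates esBAF inhibition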
FN deposition inh: fibronectin deposition inhibition | AH1F fibroblasts, Alexa488-fibronectin deposition fluorescence, overnight | inhibition, % at 12.6 µM | actives 0.086% (n = 350,000) | AID 743247;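 active = mean inhibition across replicates of 30% or more, regardless of how many single replicates reach that level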;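 also: positive control wells lacked labelled fibronectin entirely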
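Material: AH1F fibroblast monolayer depositing Alexa488-labelled fibronectin into matrix / Amount: 10000 AH1F cells per well / Signal: fluorescence 485/525 nm / Medium: DMEM, 2% serum / Compound: single dose, pinned / Incubation: 1 h cell adhesion before compound, then overnight fibronectin incubation / Reagent: Alexa488-FN, 24 nM final / Read-out: inhibition of fibronectin deposition signal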
* marks the source's active call; other numbers are inactive results; / = no result given. Only part of the results is shown (hit frequency here may not be typical).

Start of the data: the first 2 records, ahead of the listing:
mol | S100A4 MyoIIA | SIRT5 block | Casp6 inh | C2C12 statin | LGR2 antag | esBAF inh | FN deposition inh
COc1ccc(Cc2c(-c3ccc(C)cc3)nc3c4ccccc4ccn23)c(C)c1 | 10 | -1 | 1 | -9 | -5 | -6 | -6
CCc1ccc(NC(=O)CSc2nc3ncc(Br)cc3[nH]2)cc1 | 2 | -6 | 1 | 9 | -8 | 2 | 2

All compounds of this part, from the start:
mol | S100A4 MyoIIA | SIRT5 block | Casp6 inh | C2C12 statin | LGR2 antag | esBAF inh | FN deposition inh
COc1ccc(Cc2c(-c3ccc(C)cc3)nc3c4ccccc4ccn23)c(C)c1 | 10 | -1 | 1 | -9 | -5 | -6 | -6
CCc1ccc(NC(=O)CSc2nc3ncc(Br)cc3[nH]2)cc1 | 2 | -6 | 1 | 9 | -8 | 2 | 2
COc1ccccc1CNC(=O)C[C@@H]1C[C@@H]2c3cc(NS(C)(=O)=O)ccc3O[C@@H]2[C@@H](CO)O1 | -27 | -4 | 3 | -8 | -7 | 4 | -34
C[C@H](NC(=O)c1ccccc1)C(=O)OCC(=O)c1c[nH]c2ccccc12 | -4 | -1 | -1 | 3 | -9 | 5 | 5
COc1ccc(-c2nc3ccc(C)cn3c2CC2CCCCC2)cc1OC | -4 | -1 | 0 | -2 | -15 | 2 | -6
Clc1ccc(CNCCCSc2ncccn2)cc1Cl | -2 | -3 | -40 | 17 | -12 | -1 | -1
CCOc1ccc(CCN2C(=S)N([C@@H](CC(C)C)CN3CCCC3CN3C(=S)NC[C@@H]3Cc3ccc(O)cc3)C[C@@H]2Cc2ccccc2)cc1 (stereo partly drawn) | -3 | -3 | 2 | 0 | 16 | 7 | /
CCOC(=O)C1CCN(C2CCN(C(=O)c3oc4c(C)c(C)ccc4c3C)CC2)CC1 | -24 | -2 | -4 | -2 | -13 | 36 | -2
COc1ccc(NC(=O)Nc2ccc3c(c2)CC(=O)N([C@@H](C)CO)C[C@@H](C)[C@H](CN(C)C)O3)cc1 | 6 | 1 | -1 | 16 | -1 | -1 | 1
CC(=O)Nc1ccc(CNc2nc3cc(-c4ccccc4C)sc3c(=O)n2C)cc1 | 21 | 6 | 2 | 4 | -23 | 18 | 13
Cc1ccc(C(=O)N2CCN(Cc3ccccc3)CC2)o1 | -2 | -3 | 1 | 3 | 0 | -4 | 2
CCC(=O)Nc1ccc2c(c1)C(=O)N(C)[C@H]1CC[C@@H](CC(=O)N3CCCCC3)O[C@@H]1CO2 | 7 | 0 | 0 | -10 | 1 | 3 | 0
Cc1ccc2c(C)nc(N/C(N)=N/S(=O)(=O)c3ccccc3)nc2c1 | 0 | -2 | -4 | 3 | 7 | 8 | -3
COc1ccc(OC)c(S(=O)(=O)Nc2ccc(OCC(=O)O)cc2)c1 | 0 | / | -1 | -1 | 8 | -3 | -6
O=S(=O)(Nc1cccc(-c2cn3cccnc3n2)c1)c1ccc(Cl)cc1 | -17 | -17 | -1 | / | -9 | / | -6
O=C(Nc1ccc(S(=O)(=O)N2CCOCC2)cc1)c1ccc([N+](=O)[O-])cc1Cl | 2 | -4 | 1 | -6 | -10 | -4 | -2
COc1ccccc1CNS(=O)(=O)c1ccc2c(c1)oc(=O)n2C | -1 | 3 | 1 | -10 | / | 9 | -2
CS(=O)(=O)N1CCN(c2ccc([N+](=O)[O-])c3cccnc23)CC1 | 0 | 2 | -3 | / | 1 | / | -13
Cc1ccc2cc3cc(C(=O)NCCN4CCOCC4)oc3nc2c1 | / | / | / | -2 | / | -8 | 8
C[C@@H]1CCCCO[C@H](CN(C)C(=O)c2ccncc2)[C@H](C)CN([C@@H](C)CO)C(=O)c2cc(NS(=O)(=O)c3cccs3)ccc2O1 | 21 | -5 | -1 | / | 2 | 3 | -9
OCC[C@H]1C[C@@H](O)[C@H](O)[C@@]2(CCc3ccccc3CO2)O1 | -12 | -7 | -1 | -14 | -3 | -5 | -25
CC1(C)CC(=O)c2sc(NC(=O)C3CC3)nc2C1 | 3 | 1 | -2 | / | -16 | 22 | 2
Cc1noc(C)c1NC(=O)N(C)C[C@@H]1Oc2ccc(NC(=O)Cn3cnnn3)cc2CC(=O)N([C@@H](C)CO)C[C@H]1C | / | / | / | -8 | 16 | -8 | -5
N#CC(C#N)=Cc1ccc(NC(=O)c2ccc(Br)cc2)cc1 | -3 | 1 | 0 | / | -15 | / | 6
O=C(NCc1ccccc1)Nc1nnc([C@@H]2C[C@H](O)[C@@H](CO)O2)s1 | -6 | 4 | -1 | -1 | -21 | -7 | /
O=C(NCc1cccnc1)c1sc2ccccc2c1Cl | -9 | 3 | 1 | 3 | -13 | 0 | /
CN(C(=O)c1ccc(NC(=O)Cc2ccc(NC(=O)C3CCN(C(=O)C4CCCCC4)CC3)cc2)cc1)C1CC1 | 2 | / | / | -6 | -3 | 1 | -18
CCOC(=O)N1CCC2(CC1)C(C#N)=C(N)Oc1c2sc2nc(C)cc(C)c12 | / | / | / | -16 | -16 | 3 | -9
CSc1nnc([C@@H]2CCCN2C(=O)OC(C)(C)C)o1 | -1 | -2 | 17 | / | -7 | / | /
CCn1c(C)nc2cc(C(=O)NN=C(C)c3ccc(C#N)cc3)ccc21 | -6 | 5 | 1 | 2 | 2 | 1 | -1
COc1cccc(C(C)(O)c2nc(-c3ccc4c(c3)OCO4)cs2)c1 (stereo not drawn) | -1 | / | -1 | 15 | 5 | -7 | 3
O=C1O[C@H](CO)[C@@H](O)[C@H](O)[C@H]1O | -1 | -6 | -5 | 5 | -8 | 8 | 10
O=C(Nc1cccc(O)c1)C(Cc1ccccc1)N1C(=O)c2cccc3cccc(c23)C1=O (stereo not drawn) | 5 | -2 | 1 | / | 33 | / | 4
COCCCOc1cc(NCc2ccccc2)c2ncn(C(C)C)c2c1 | -9 | / | 3 | -3 | 17 | -1 | 0
C[C@@H]1CN([C@H](C)CO)S(=O)(=O)c2ccc(C#CC3CCCCC3)cc2O[C@@H]1CN(C)C | 11 | -5 | 1 | 4 | 1 | -8 | 2
O=Cc1cn(-c2ccccc2)nc1-c1cc2ccccc2oc1=O | / | / | / | -8 | -13 | -5 | /
COc1cc2nc(CN3CCN(C(C)=O)CC3)[nH]c(=O)c2cc1OC | 19 | 3 | 5 | / | 9 | / | 8
COc1ccc(CC(=O)NCc2csc(-c3cccs3)n2)cc1OC | -6 | -6 | -5 | / | -5 | / | -1
C=CCON/C(CCC)=C1\C(=O)CC(C)(C)CC1=NC | -3 | -1 | -2 | / | 13 | / | 0
CCN1CCN(Cc2ccc(NC(=O)c3ccc(C)c(NC(=O)c4csc(-c5ccncc5)n4)c3)cc2C(F)(F)F)CC1 | 1 | / | -15 | -10 | 18 | -8 | 2
COc1cccc(OCCCN2CCCCCC2)c1 | -1 | -4 | -15 | / | -5 | / | -3
C[C@@H]1CN([C@@H](C)CO)C(=O)c2cc(/C=C/c3ccccc3)cnc2O[C@@H]1CN(C)C(=O)C1CCCCC1 | 9 | -5 | 0 | 17 | -10 | -1 | /
COCCOC(=O)c1c(C)oc2ccc(OC(=O)c3ccc4c(c3)OCO4)cc12 | / | / | / | 0 | / | -4 | 0
CCN(CC(=O)NCc1cccs1)C(=O)c1ccc(NS(=O)(=O)c2ccc(F)cc2)cc1 | 0 | -2 | -3 | / | -7 | / | 12
COc1cc(NC(=S)Nc2ccccn2)c(OC)cc1Cl | 1 | 14 | -1 | / | -9 | / | /
CC(C)NC(=O)Nc1ccc2c(c1)CC(=O)N([C@H](C)CO)C[C@H](C)[C@@H](CN(C)C(=O)Nc1ccc(C(F)(F)F)cc1)O2 | 3 | -10 | -1 | -5 | 16 | 0 | /
COc1ccc(C(=O)COC(=O)CCc2nc3ccccc3[nH]c2=O)cc1Br | 3 | -1 | -2 | 10 | / | -7 | -4
O=C(NCC1CCCCC1)c1csc([C@@H]2C[C@H](O)[C@@H](CO)O2)n1 | 0 | / | -2 | -3 | -17 | -5 | -12
C[C@@H]1CN([C@H](C)CO)C(=O)c2cccc(NC(=O)C3CCOCC3)c2O[C@H]1CN(C)CC1CC1 | 0 | -3 | 0 | 3 | -4 | 1 | /
CC(=O)c1cccc(NC(=O)NNC(=O)c2ccc(Cl)cc2Cl)c1 | -6 | -5 | 1 | / | 12 | / | /
O=C(Nc1nnc(-c2cc(Cl)ccc2Cl)o1)c1ccco1 | -1 | 2 | -2 | -18 | 29 | 22 | 2
Cc1ccc(SCC(=O)N2CCN(S(=O)(=O)c3cccs3)CC2)cc1 | -4 | 2 | 0 | -1 | -10 | -1 | -2
CCOc1cc(/C=C2\N=C(C)OC2=O)cc(Br)c1OCC(=O)OC | 3 | 2 | 4 | / | 2 | / | /
COc1ccc(S(=O)(=O)Nc2cc(C)on2)cc1 | -2 | -1 | 3 | 17 | -14 | -1 | 1
O=c1cc(-c2ccccc2)oc2ccc(Cl)cc12 | 0 | -2 | -5 | / | -18 | / | 8
Cc1noc(C)c1NC(=O)Nc1cccc2c1O[C@@H](CN(C)S(C)(=O)=O)[C@H](C)CN([C@@H](C)CO)C2=O | 11 | -7 | -2 | / | -3 | -4 | /

Continued.
mol | S100A4 MyoIIA | SIRT5 block | Casp6 inh | C2C12 statin | LGR2 antag | esBAF inh | FN deposition inh
CCCNC(=O)C[C@@H]1CC[C@H]2[C@@H](COc3ccc(NC(=O)c4ccc(C(F)(F)F)cc4)cc3C(=O)N2C)O1 | 2 | 0 | / | 14 | -22 | 3 | -5
CN(C)Cc1cn(CC[C@@H]2CC[C@H](NC(=O)Nc3ccccc3F)[C@H](CO)O2)nn1 | 17 | -14 | 2 | -5 | 4 | 0 | -6
COC(=O)[C@@]1(Cc2ccc(F)cc2)[C@H]2c3cc(C(=O)N(C)C)n(CCc4c[nH]c5ccc(O)cc45)c3C[C@H]2CN1C(=O)c1ccccc1 | -9 | / | 1 | / | -3 | / | -5
NC(=O)COC(=O)c1cc(S(=O)(=O)N2CCN(c3ccccc3)CC2)ccc1Cl | -1 | -1 | -2 | 0 | 13 | 5 | -4
COc1ccc2c(c1)c(=O)oc1c(C)c(OCc3ccc(C(=O)O)cc3)ccc12 | -2 | 2 | 2 | 1 | -5 | 11 | /

As a working copy, some entries already given.
mol | S100A4 MyoIIA | SIRT5 block | Casp6 inh | C2C12 statin | LGR2 antag | esBAF inh | FN deposition inh
Cc1noc(C)c1NC(=O)Nc1cccc2c1O[C@@H](CN(C)S(C)(=O)=O)[C@H](C)CN([C@@H](C)CO)C2=O | 11 | -7 | -2 | / | -3 | -4 | /
CCCNC(=O)C[C@@H]1CC[C@H]2[C@@H](COc3ccc(NC(=O)c4ccc(C(F)(F)F)cc4)cc3C(=O)N2C)O1 | 2 | 0 | / | 14 | -22 | 3 | -5
CN(C)Cc1cn(CC[C@@H]2CC[C@H](NC(=O)Nc3ccccc3F)[C@H](CO)O2)nn1 | 17 | -14 | 2 | -5 | 4 | 0 | -6
COC(=O)[C@@]1(Cc2ccc(F)cc2)[C@H]2c3cc(C(=O)N(C)C)n(CCc4c[nH]c5ccc(O)cc45)c3C[C@H]2CN1C(=O)c1ccccc1 | -9 | / | 1 | / | -3 | / | -5
NC(=O)COC(=O)c1cc(S(=O)(=O)N2CCN(c3ccccc3)CC2)ccc1Cl | -1 | -1 | -2 | 0 | 13 | 5 | -4
COc1ccc2c(c1)c(=O)oc1c(C)c(OCc3ccc(C(=O)O)cc3)ccc12 | -2 | 2 | 2 | 1 | -5 | 11 | /
